NR3A LBD binder: modulates the human NR3A ligand-binding domain; Tm shift relative to glycine control, % at 25 µM; 2.5% of 340,000 active; NR3A LBD differential scanning fluorimetry, Tm shift; 0% = protein alone, 100% = glycine-bound protein;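 active = melting temperature shift of at least 10% of the positive control shift, at one fixed dose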
TIM10 inh: growth inhibitors of TIM10 yeast strain. S. cerevisiae TIM10 strain growth, BacTiter-Glo luminescence, 24 h. inhibition, % at 10 µM. 1.4% of 330,000 active. AID 463195;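 active = inhibition of 40% or more at the single tested concentration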;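 note: wild-type TIM10 isogenic control strain grown at permissive 25 °C; 0% = DMSO yeast wells and 100% = minimal medium wells without yeast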
UPR CHOP act: apoptotic UPR (CHOP) activation | CHO-CHOP luciferase reporter, luminescence; percent of tunicamycin response over DMSO baseline | activation, % at 10 µM | 0.34% of 330,000 active;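 active = at 10 µM dose, activation of 40% or more, normalized to positive control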;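 note: 100% = tunicamycin at 10 µg/mL and 0% = DMSO alone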
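Test system: CHO CHOP reporter cells. Input: 500 CHO-CHOP cells per well. Medium: F12 with 10% FBS. Technique: luciferase luminescence. Measure: percent activation relative to tunicamycin control. Dosing: 10 µM compound, 0.5% DMSO. Timing: 16-18 h cell attachment, then 6 h compound exposure, 37 °C.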
Mdm2 MdmX PPI: disrupts the human Mdm2-MdmX interaction. SaOS-2 split-luciferase Mdm2/MdmX complementation, luminescence. inhibition, % at 8 µM. 3% of 330,000 active. O15151+Q00987. AID 485346;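 active = inhibition of at least 50% at 8 µM in the primary screen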
XBP1 UPR activ: activators of adaptive arm of unfolded protein response (XBP1). CHO-XBP1 luciferase reporter, IRE1-XBP1 UPR activation, luminescence; percent of tunicamycin response, DMSO as zero. activation, % at 20 µM. 0.33% of 330,000 active;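 active = versus positive control, 20 µM dose yields 30% or more activation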;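 note: 100% = tunicamycin at 10 µg/mL and 0% = DMSO only wells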
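Signal: luciferase luminescence; Assay system: CHO-XBP1 luciferase reporter cells; Amount: one thousand reporter cells per well; Dosing: 20 µM single concentration, DMSO 1%; Benchmarks: high control tunicamycin 10 µg/mL final, low control DMSO vehicle only; Schedule: 6 h compound exposure at 37 °C, 5% CO2; Evaluation: percent activation relative to tunicamycin reference.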
tim10-1 inh: tim10-1 yeast growth inhibition; S. cerevisiae tim10-1 ts strain growth, BacTiter-Glo, 24 h; inhibition, % at 20 µM; 2.2% of 330,000 active; AID 463190;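 active = inhibition of at least 40%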;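 note: mutant grown at 25 °C; 0% = DMSO wells with yeast and 100% = wells holding no yeast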
tim23-1 inh: inhibits growth of tim23-1 mutant yeast | 1.3% of 330,000 active | S. cerevisiae tim23-1 growth, BacTiter-Glo luminescence, 24 h | inhibition, % at 20 µM;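 active = growth inhibition of the mutant yeast at or above 50%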;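 note: temperature-sensitive mutant grown at 25 °C; plate controls were DMSO-treated mutant yeast for no effect and medium wells lacking yeast for full effect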
NALP3 yeast inh: blocks the NALP3 inflammasome reconstituted in yeast; Yeast reconstituted NLRP3/ASC/caspase-1, beta-gal luminescence, 24 h; inhibition, % at 10 µM; 0.39% of 330,000 active;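 active = inhibition of 50% or more; inactive = inhibition below 50%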;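 note: plate controls were induced DMSO wells for no effect and uninduced yeast grown without galactose for full effect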
APJ ag: activates the human apelin receptor APJ. P35414. CHO-K1 APJ PathHunter beta-arrestin, luminescence; 0% DMSO wells, 100% apelin. activation, % at 20 µM. 0.11% of 330,000 active. AID 2520;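 active = activation more than six SD over the plate average, tested at 20 µM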;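 note: 0% = DMSO alone and 100% = apelin-13 at 10 nM; some results filed as inactive read as strong as hits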
Target sequence (P35414 whole entry, looked up): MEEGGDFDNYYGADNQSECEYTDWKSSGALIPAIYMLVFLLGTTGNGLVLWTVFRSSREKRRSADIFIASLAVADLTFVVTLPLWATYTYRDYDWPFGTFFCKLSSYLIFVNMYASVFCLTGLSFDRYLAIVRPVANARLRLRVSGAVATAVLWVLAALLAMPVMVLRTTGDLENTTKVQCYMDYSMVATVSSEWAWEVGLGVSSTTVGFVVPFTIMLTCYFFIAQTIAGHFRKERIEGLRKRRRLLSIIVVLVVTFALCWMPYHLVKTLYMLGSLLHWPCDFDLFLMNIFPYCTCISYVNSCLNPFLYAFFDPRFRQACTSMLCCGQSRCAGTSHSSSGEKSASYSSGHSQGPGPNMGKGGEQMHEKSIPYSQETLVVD
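assay system = CHO-K1 APJ beta-arrestin complementation cell line | input = cell density 1000 per well | dosing = compound 20 µM once, DMSO 1% | timing = compound 90 min 25 °C, reagent 1 h | measured by = luminescence from split beta-galactosidase complementation, Galacton Star/Emerald II substrate | read-out basis = APJ agonist activity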
An asterisk follows results filed as active; . = no result given.

#	Structure	NR3A LBD binder	TIM10 inh	UPR CHOP act	Mdm2 MdmX PPI	XBP1 UPR activ
1	CCN(Cc1ccccc1)Cc1c(C)[nH]c2c(C)c(C)ccc2c1=O	0	9	-1.5	-1	1
2	COC(=O)c1cc2sccc2n1CC(=O)N1CCCc2ccccc21	2	-14	1.1	52*	-2
3	CO[C@H]1/C=C/O[C@@]2(C)Oc3c(C)c(O)c4c(O)c(c(C=NN5CCN(C)CC5)c(O)c4c3C2=O)NC(=O)/C(C)=C\C=C\[C@H](C)[C@H](O)[C@@H](C)[C@@H](O)[C@@H](C)[C@H](OC(C)=O)[C@@H]1C	1	2	1.4	-6	-4
4	COc1ccc(-c2cc(C(F)(F)F)nc(-n3cncn3)n2)cc1	-1	22	-1.8	12	0
5	O=C(CN1CCN(C(=O)c2ccco2)CC1)Nc1cccc(S(=O)(=O)N2CCCC2)c1	0	-10	-0.7	13	0
6	CC(=O)c1cc(C)ccc1OC(=O)CCN1C(=O)C2C3c4ccccc4C(c4ccccc43)C2C1=O (stereo not drawn)	1	0	2.1	10	-1
7	N#Cc1nc(Cc2cccc3ccccc23)oc1N1CCCCC1	0	9	-1.0	17	4
8	O=C(Nc1nonc1NC(=O)C1CCCCC1)C1CCCCC1	-1	5	-0.9	17	-4
9	Cc1cc(C)c(C#N)c(N2CCN(C(=O)C3COc4ccccc4O3)CC2)n1 (stereo not drawn)	-3	19	0.1	-23	-1
10	Cc1ccc(C(C(=O)NC2CCCCC2)N2CCOCC2)cc1 (stereo not drawn)	-1	33	-0.5	9	-1

#	tim10-1 inh	tim23-1 inh	NALP3 yeast inh	APJ ag
1	14	7	-7	-2
2	24	18	13	-7
3	14	12	23	15
4	16	19	5	-4
5	-3	-13	-1	-2
6	9	6	0	-2
7	36	33	11	-5
8	22	21	13	1
9	24	38	12	1
10	20	15	14	-1

Sorted by molecular weight (ascending): part of the list above.
#	Structure	NR3A LBD binder	TIM10 inh	UPR CHOP act	Mdm2 MdmX PPI	XBP1 UPR activ
7	N#Cc1nc(Cc2cccc3ccccc23)oc1N1CCCCC1	0	9	-1.0	17	4
8	O=C(Nc1nonc1NC(=O)C1CCCCC1)C1CCCCC1	-1	5	-0.9	17	-4
4	COc1ccc(-c2cc(C(F)(F)F)nc(-n3cncn3)n2)cc1	-1	22	-1.8	12	0
1	CCN(Cc1ccccc1)Cc1c(C)[nH]c2c(C)c(C)ccc2c1=O	0	9	-1.5	-1	1
2	COC(=O)c1cc2sccc2n1CC(=O)N1CCCc2ccccc21	2	-14	1.1	52*	-2
9	Cc1cc(C)c(C#N)c(N2CCN(C(=O)C3COc4ccccc4O3)CC2)n1 (stereo not drawn)	-3	19	0.1	-23	-1
5	O=C(CN1CCN(C(=O)c2ccco2)CC1)Nc1cccc(S(=O)(=O)N2CCCC2)c1	0	-10	-0.7	13	0
6	CC(=O)c1cc(C)ccc1OC(=O)CCN1C(=O)C2C3c4ccccc4C(c4ccccc43)C2C1=O (stereo not drawn)	1	0	2.1	10	-1
3	CO[C@H]1/C=C/O[C@@]2(C)Oc3c(C)c(O)c4c(O)c(c(C=NN5CCN(C)CC5)c(O)c4c3C2=O)NC(=O)/C(C)=C\C=C\[C@H](C)[C@H](O)[C@@H](C)[C@@H](O)[C@@H](C)[C@H](OC(C)=O)[C@@H]1C	1	2	1.4	-6	-4

#	tim10-1 inh	tim23-1 inh	NALP3 yeast inh	APJ ag
7	36	33	11	-5
8	22	21	13	1
4	16	19	5	-4
1	14	7	-7	-2
2	24	18	13	-7
9	24	38	12	1
5	-3	-13	-1	-2
6	9	6	0	-2
3	14	12	23	15

Later entries.
#	Structure	NR3A LBD binder	TIM10 inh	UPR CHOP act	Mdm2 MdmX PPI	XBP1 UPR activ
11	COc1ccc(S(=O)(=O)NCCc2c(C)nn(C)c2Oc2ccccc2)cc1	-3	18	0.5	14	3
12	O=C(Nc1nccs1)c1ccccc1[N+](=O)[O-]	0	-17	3.1	-6	-1
13	CCc1nnc(NS(=O)(=O)c2ccc(NC(=O)c3cc4ccccc4oc3=O)cc2)s1	.	6	-0.1	-24	-1
14	O=C(NCCc1ccccc1)/C(=N\O)c1ccccc1	0	6	2.6	-44	0
15	Cc1cc(-c2onc(C)c2C(=O)Oc2ccc(Cl)cc2)no1	1	19	0.1	26	-1
16	COc1ccc(N2CCN(CC(O)COc3ccc(C)c(C)c3)CC2)cc1 (stereo not drawn)	1	-4	0.8	-37	-5
17	O=C(Nc1cccs1)Nc1c(F)cc(F)cc1Br	2	-13	0.8	18	-1
18	Cc1ccccc1-c1nc(CS(=O)(=O)CC(=O)NCCN2CCOCC2)c(C)o1	-2	5	0.0	16	0
19	COc1cc(-c2nnc(-c3ccccc3)o2)cc(OC)c1OC	0	29	5.0	31	5
20	CCN1CCN(C(=O)c2ccc(COc3cccc(Cl)c3)o2)CC1	0	6	2.2	-19	-4

#	tim10-1 inh	tim23-1 inh	NALP3 yeast inh	APJ ag
11	15	13	7	1
12	11	6	1	-3
13	9	-6	-15	-2
14	15	13	12	2
15	24	37	1	-8
16	-50	-9	27	0
17	1	3	4	2
18	-7	0	1	-3
19	25	23	18	0
20	3	7	-7	0

Next section:
#	Structure	NR3A LBD binder	TIM10 inh	UPR CHOP act	Mdm2 MdmX PPI	XBP1 UPR activ
21	COC(=O)Cc1ccc(NC(=O)c2ccc3c(c2)C(=O)N(CC2CCCO2)C3=O)cc1 (stereo not drawn)	1	-12	2.9	5	0
22	CC(=O)c1ccc(NC(=O)c2cccs2)cc1	-21	19	0.6	-12	0
23	CN1/C(=C\C=C(C#N)C#N)C(C)(C)c2ccccc21	3	-3	1.1	5	2
24	COc1cc2c(cc1OC)C(C)N(C(=O)Nc1ccccc1)CC2 (stereo not drawn)	-2	17	-2.5	39	5
25	COc1ccc2oc(=N)c(-c3nnc4n3CCCCC4)cc2c1	3	-2	2.0	21	0
26	CCCOc1cccc(C2C(C(=O)c3cccs3)=C(O)C(=O)N2CCN2CCOCC2)c1 (stereo not drawn)	0	-11	2.1	-4	-5
27	Clc1nc(NC2CCCC2)nc(N2CCOCC2)n1	2	11	0.3	0	3
28	O=C1C(=O)N(c2cccc(Cl)c2)C(c2ccccc2[N+](=O)[O-])/C1=C(\O)c1ccccc1 (stereo not drawn)	-13	11	1.7	1	1
29	O=C(CSc1nc2ccccc2c(=O)[nH]1)Nc1ccccc1N1CCOCC1	-1	-13	-1.2	-8	-2
30	CC(NC(=O)CCCCCNC(=O)N1CCn2c1nc1ccccc12)c1ccccc1 (stereo not drawn)	1	10	-0.5	12	-2

#	tim10-1 inh	tim23-1 inh	NALP3 yeast inh	APJ ag
21	-19	-10	5	19
22	-1	10	28	-3
23	5	8	15	-4
24	-3	13	25	-3
25	10	-5	10	-2
26	2	9	-2	-2
27	14	18	16	0
28	7	9	11	-2
29	17	14	8	0
30	6	1	-6	-2

(cont.)
#	Structure	NR3A LBD binder	TIM10 inh	UPR CHOP act	Mdm2 MdmX PPI	XBP1 UPR activ
31	CCn1c(C)c(CS(=O)(=O)c2ccccc2)[nH]c1=O	-2	-2	2.3	1	-5
32	Cc1nn(CC(=O)NCCc2ccc(Cl)cc2)c(=O)c2cccn12	2	-9	-0.1	1	-1
33	COc1ccc(OC)c2c1C(=O)C(Cl)=C(Cl)C2=O	-23	96*	-7.7	96*	-11
34	COC(=O)c1cc(CNC(=O)c2ccc(N3CCCC3)c([N+](=O)[O-])c2)ccc1OC	2	-11	1.7	23	-5
35	CCCCC1CCC(C(=O)OCC(=O)Nc2ccc(S(N)(=O)=O)cc2)CC1 (stereo not drawn)	9	-1	1.3	-7	1
36	COc1ccc(NC(=S)N(Cc2ccc(C)cc2)Cc2ccccn2)cc1	1	31	-0.7	-18	-1
37	CN(CC(=O)Nc1ccccc1C(F)(F)F)C(=O)CC1OC(=O)c2ccccc21 (stereo not drawn)	-1	-9	-0.2	17	-4
38	CN1CCC(NCCC(c2ccc(F)cc2)c2ccc(Cl)cc2)CC1 (stereo not drawn)	.	-38	6.2	100*	5
39	CCCc1nnc(NS(=O)(=O)c2ccccc2)s1	1	-3	0.8	-2	-7
40	CCOc1ccccc1C(=O)N[C@H](C(=O)Nc1ccc(OC)c(S(=O)(=O)N2CCOCC2)c1)C(C)C	-3	-4	-1.7	-8	-1

#	tim10-1 inh	tim23-1 inh	NALP3 yeast inh	APJ ag
31	-9	5	8	1
32	14	14	0	-4
33	91*	24	36	-3
34	-18	-18	-5	3
35	26	11	21	6
36	28	29	1	-2
37	-3	-10	1	-2
38	-27	-80	27	-3
39	-7	3	11	-4
40	7	15	6	1

Next part.
#	Structure	NR3A LBD binder	TIM10 inh	UPR CHOP act	Mdm2 MdmX PPI	XBP1 UPR activ
41	CCOC(=O)N1CCN(C(=O)Nc2ccc(NC(=O)N3CCN(C(=O)OCC)CC3)cc2)CC1	-3	1	-0.1	3	-1
42	Cc1ccc(CN2CC(C(=O)Nc3nnc(SCc4c(Cl)cccc4Cl)s3)CC2=O)cc1 (stereo not drawn)	1	11	2.3	44	0
43	Cc1csc(NC(=O)Nc2cccc(Cl)c2)n1	28*	2	8.1	-127	1
44	Cc1cccc(C)c1OC(=O)CN(c1ccc(Cl)cc1)S(C)(=O)=O	1	-10	-0.3	33	-1
45	COc1ccc(S(=O)(=O)N2CCOCC2)cc1Cl	-1	13	-1.3	27	-3
46	CCCc1cc(C(=O)N2CCN(C(c3ccccc3)c3ccccc3)CC2)no1	-1	27	0.1	1	-4
47	CC(C)(C)OC(=O)N1O[C@H]2CC1[C@@H]1[C@@H]2N=NN1CCc1ccncc1	-3	-5	1.8	-4	4
48	CCOc1ccc(NC(=O)C(CC)n2nc(C)c3c(C)n(-c4ccccc4)nc3c2=O)cc1 (stereo not drawn)	0	7	0.8	15	-4
49	O=C(CCc1ccc(S(=O)(=O)N2CCOCC2)cc1)Nc1ccc(N2CCOCC2)cc1	-1	9	2.5	20	-2
50	O=C(OCCOc1ccc(Br)cc1)c1ccc(Cl)c(S(=O)(=O)N2CCOCC2)c1	0	12	1.0	17	1

#	tim10-1 inh	tim23-1 inh	NALP3 yeast inh	APJ ag
41	-1	10	-6	-1
42	35	11	14	-2
43	5	-7	19	2
44	26	-4	16	-3
45	18	8	14	2
46	26	23	16	-5
47	8	28	.	.
48	22	9	5	-1
49	4	16	8	3
50	22	27	16	-5

Next section
#	Structure	NR3A LBD binder	TIM10 inh	UPR CHOP act	Mdm2 MdmX PPI	XBP1 UPR activ
51	CC(=O)N1CCN(c2ccc(NC(=O)c3cccc(Cl)c3)cc2)CC1	2	25	3.5	-42	-2
52	O=C1CC(=O)C(n2cncn2)C(c2cccc(Cl)c2)C1 (stereo not drawn)	2	17	1.8	-6	0
53	O=C(COC(=O)c1ccccc1O)NC12CC3CC(CC(C3)C1)C2	2	22	3.9	-8	3
54	COc1ccccc1-c1nnc(Sc2nc([N+](=O)[O-])nn2C)o1	-1	35	-0.6	78*	-1

#	tim10-1 inh	tim23-1 inh	NALP3 yeast inh	APJ ag
51	-13	-4	2	1
52	7	7	-5	1
53	-2	47	22	-3
54	48*	44	-15	4
